# TbHK1 inh – blocks Trypanosoma brucei hexokinase 1 activity; recombinant TbHK1, G6PDH-coupled NADH A340; 220,000 tested, 0.11% active; inhibition, % at 10 µM;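 active = inhibition of 50% or more in the single-dose primary screen; inactive = inhibition below 50%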
# m-calpain inh – blocks pig calpain II enzyme activity; purified calpain II, fluorogenic peptide substrate, 30 min; inhibition, % at 16 µM; 220,000 tested, 0.37% active;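 active = inhibition above about 50%, limit read from the data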
# RBBP9 inhibitor – inhibitors of human serine hydrolase RBBP9; O75884; recombinant RBBP9, FP-Rh probe fluorescence polarization; 220,000 tested, 0.2% active; inhibition, % at 7.94 µM;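 active = inhibition above the campaign mean of all tested compounds plus 3 SD, cut at about 14% in these data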;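 note: plate controls were DMSO wells with RBBP9 for no effect and wells lacking RBBP9 protein for full effect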
# Target sequence (O75884 whole entry, looked up): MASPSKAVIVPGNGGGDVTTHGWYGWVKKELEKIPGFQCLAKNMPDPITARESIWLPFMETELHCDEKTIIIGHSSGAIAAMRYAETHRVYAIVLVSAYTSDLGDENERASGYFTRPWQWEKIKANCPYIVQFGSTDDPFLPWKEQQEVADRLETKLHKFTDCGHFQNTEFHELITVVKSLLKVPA
#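 Test system: recombinant human RBBP9; Timing: 30 min then 45 min, 25 °C; Detection: fluorescence polarization; Control set: RBBP9 with DMSO as uninhibited control, no-protein wells as full inhibition; Compound dosing: one concentration, 7.94 µM nominal, 0.794% DMSO; Probe or stimulus: FP-Rh activity-based probe, 375 nM before mixing.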
# Furin inhibitor – inhibitors of human furin; inhibition, % at 30 µM; P09958; purified furin, fluorogenic substrate cleavage; 220,000 tested, 0.061% active; in the data active = inhibition above about 25%; note: inactives centre near -15
# p97 ATPase inh – human p97 ATPase inhibition. recombinant p97 ATPase, Kinase-Glo ATP luminescence, 3 h. inhibition, % at 8 µM. 220,000 tested, 0.42% active. P55072; in the data active = inhibition above about 15%;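 note: 0% = DMSO vehicle and 100% = wells lacking enzyme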
# Target sequence (P55072 whole entry, looked up): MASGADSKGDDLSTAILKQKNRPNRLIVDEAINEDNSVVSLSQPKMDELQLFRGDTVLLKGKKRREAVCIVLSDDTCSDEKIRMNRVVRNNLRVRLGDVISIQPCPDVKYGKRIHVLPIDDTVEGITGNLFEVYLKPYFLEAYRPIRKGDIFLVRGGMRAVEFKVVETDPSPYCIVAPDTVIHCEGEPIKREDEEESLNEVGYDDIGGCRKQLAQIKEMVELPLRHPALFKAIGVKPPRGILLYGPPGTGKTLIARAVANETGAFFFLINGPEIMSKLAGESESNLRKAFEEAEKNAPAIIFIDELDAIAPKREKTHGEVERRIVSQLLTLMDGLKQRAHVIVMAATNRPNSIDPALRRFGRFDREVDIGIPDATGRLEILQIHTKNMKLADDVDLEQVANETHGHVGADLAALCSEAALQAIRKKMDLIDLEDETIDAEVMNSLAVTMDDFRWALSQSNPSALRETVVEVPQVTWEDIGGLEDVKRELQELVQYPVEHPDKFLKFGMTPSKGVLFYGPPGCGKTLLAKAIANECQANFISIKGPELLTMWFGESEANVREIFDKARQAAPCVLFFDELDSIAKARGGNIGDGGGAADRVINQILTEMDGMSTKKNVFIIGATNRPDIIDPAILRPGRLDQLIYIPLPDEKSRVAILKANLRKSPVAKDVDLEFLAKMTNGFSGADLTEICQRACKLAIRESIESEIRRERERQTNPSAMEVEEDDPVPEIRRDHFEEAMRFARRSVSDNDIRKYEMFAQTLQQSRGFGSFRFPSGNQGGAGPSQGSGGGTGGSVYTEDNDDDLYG
# Runt-CBFb FRET – Runt domain-CBFb interaction inhibition. AID 1496. Cerulean-Runt/Venus-CBFb FRET ratio 530/480, 1 h. Q01196+Q13951. inhibition, % at 20 µM. 220,000 tested, 0.46% active;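 active = inhibition over about 50% at 20 µM in the single-dose screen, limit read from the data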;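 note: 0% = DMSO wells and 100% = excess unlabeled CBFb competitor control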
#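 Reagent – Venus-CBFb binding partner, 100 nM · Assay system – Cerulean-tagged RUNX1 Runt domain (FRET donor) fusion protein · Input – 100 nM per protein · Incubation – two 1 h room-temperature incubations shielded from light · Measured by – FRET fluorescence · Medium – Tris buffer pH 7.5 with salts and BSA · Benchmarks – unlabeled CBFb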
# Runt-SMMHC FRET – Runt domain-CBFb-SMMHC interaction inhibition. Cerulean-Runt/Venus-CBFb-SMMHC FRET ratio 530/480, 1 h. inhibition, % at 20 µM. 220,000 tested, 0.74% active. AID 1434;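 active = mean inhibition across duplicate retests at 20 µM reaching about 50%, limit read from the data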;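 note: 0% = DMSO wells and 100% = wells with excess untagged CBFb-SMMHC; inhibitors lower the FRET ratio by blocking Runt binding to CBFb-SMMHC; some results filed as inactive read as strong as hits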
# EBV gp42 inh – inhibitors of Epstein-Barr virus glycoprotein 42; Q1HVG2; Fluorescence polarization binding assay, mP read-out; inhibition, % (tested at 21.74 µM); 220,000 tested, 0.42% active; in the data active = inhibition above about 50%
# p47phox inh – p47phox (human) inhibition | P14598 | p47phox/p22phox peptide binding, fluorescence polarization, 2 h | inhibition, % at 24.7 µM | 220,000 tested, 0.53% active;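 active = inhibition above about 30%, limit read from the data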;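 note: 0% = p47phox with labelled peptide and 100% = labelled peptide alone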
# Active calls of the source: *; i = inactive; . = no result given; [ ] = another dose, or the depositor's remark.
SMILES	TbHK1 inh	m-calpain inh	RBBP9 inhibitor	Furin inhibitor	p97 ATPase inh	Runt-CBFb FRET	Runt-SMMHC FRET	EBV gp42 inh	p47phox inh
COC(=O)CCn1nnc(-c2ccc(C(C)C)cc2)n1	-2	4	6	-18	1	-1	-8	-10	-11
COc1ccc(C2NC(=O)NC(C)=C2[N+](=O)[O-])cc1OC (stereo not drawn)	-50	6	-4	8	2	1	1	-7	1
CCS(=O)(=O)c1nc2ccccc2n1Cc1ccccn1	-2	-20	-4	-23	4	-2	0	-12	-14
O=C(CSc1ccc(Cl)cc1)Nc1ccc(C2SCCS2)cc1	8	0	-5	-21	4	1	-11	-7	-10
CC(=O)N(CN1C(=O)C2C3C=CC(C3)C2C1=O)c1cccc(Cl)c1 (stereo not drawn)	-1	1	-9	-19	4	2	-7	-8	-4
CC1CN(C(=O)CN2C(=O)NC3(CCCCCC3)C2=O)CC(C)O1 (stereo not drawn)	-4	-7	-8	-16[20 µM]	7	-1	0	-5	-7
Cc1ccc(NC(=O)c2oc3c(c2C)C(=O)CC(C)(C)C3)cc1	-1	23	-1	-8[20 µM]	-2	-2	0	1	-55
CCCCOC(=O)Nc1cc(Cl)ccc1C	9	0	-7	-23[20 µM]	0	0	-9	-17	-6
COc1ccc(-c2ccc3c(N)c(C(=O)c4ccc(OC)c(OC)c4)sc3n2)cc1	-28	-60	-10	-7[20 µM]	4	0	-60	-19	13
NNS(=O)(=O)c1ccc(N2CCCC2=O)c([N+](=O)[O-])c1	2	-2	-3	-25	8	3	-1	-16	-2
CCN(Cc1ccccc1)C(=O)CSc1nncn1C	-1	35	-4	-18	2	0	-1	-6	-5
Cc1cc(C)c2c(N)c(C(=O)c3ccc(Cl)cc3)sc2n1	0	-21	-1	-27	9	-27	-60	-18	9
Cc1[nH]c2ccccc2c1SCC(=O)N1CCCc2ccccc21	5	-10	-4	-17	-2	0	1	0	3
N#Cc1c(N)nc2c(c1N)CC(CO)O2 (stereo not drawn)	6	11	-8	-4[20 µM]	-2	0	2	-31	-16
O=C(NCC(=O)N(c1ccccc1F)C(C(=O)NC1CCCC1)c1ccco1)c1ccco1 (stereo not drawn)	-3	3	4	-39	1	1	2	-13	.
COc1ccc(Oc2ccc(N/C=C/C(=O)C(C)(C)C)cc2)cc1	-5	17	-4	-7	-3	1	3	0	-5
CCOC(=O)c1csc(NC(=O)c2ccc(S(=O)(=O)N(CC)CC)cc2)n1	-3	-71	-1	-30[20 µM]	-3	-2	-6	-20	-9
CCCCCC(=O)Nc1nc(C)c(-c2csc(Nc3cc(Cl)ccc3C)n2)s1	-11	-54	1	-20[20 µM]	3	4	0	-6	-18
COc1ccccc1NC(=O)Oc1ccc(NC(=O)c2ccco2)cc1	2	-3	3	-13	1	0	4	6	-12
CCc1nc2ccccc2n(CCOCCOCCn2c(=O)c(CC)nc3ccccc32)c1=O	-40	-87	-1	12	2	-5	2	-22	1
Cn1cccc1/C=N\NC(=O)Cc1ccc(Br)c2ccccc12	-2	16	-6	-20	-7	.	3	5	-1
CC(=O)c1ccc(NC(=O)C2CCCN2S(=O)(=O)c2ccc(C)cc2)cc1 (stereo not drawn)	5	8	3	-27	5	-1	4	-5	-16
COC(=O)c1ccc(N2C(=O)c3cc(N4CCOCC4)c([N+](=O)[O-])cc3C2=O)cc1	-7	7	-2	-9	1	0	-5	-3	-4
CCOC(=O)c1c(NC(=O)C2CC(Cl)=CCC2C(=O)O)sc2c1CC(C)(C)OC2 (stereo not drawn)	5	-9	7	-15	-1	-3	-4	-12	-6
O=C1NC(=Nc2cccc(Cl)c2)SC1Cc1cccc(Cl)c1Cl (stereo not drawn)	0	28	-9	-21[20 µM]	1	0	1	-21	22
CCOC(=O)NC(=O)/C(C#N)=C(/C)N(C)C	-6	6	-10	0	0	0	-5	15	2
COc1ccc(C(CCNCc2ccc(F)cc2)c2ccc(F)cc2)cc1 (stereo not drawn)	5	-7	-11	-23	1	-1	-3	-16	-12
CN1CCN(c2nc3c(c(=O)n(C)c(=O)n3C)n2CCSc2nnnn2-c2ccccc2)CC1	-11	-11	-5	-18	1	0	-1	-9	-3
CC(C)c1nc(Cl)c(C#N)c2c1CSC(C)(C)C2	-3	9	0	-23	1	-1	-1	-13	-6
O=C(NCc1cc(C(F)(F)F)cc(C(F)(F)F)c1)C1CC(c2c(Cl)cccc2Cl)=NO1 (stereo not drawn)	6	-8	-10	-7[20 µM]	-2	-7	-28	2	-10
CC1CN(c2oc(-c3ccccc3Cl)nc2C#N)CC(C)O1 (stereo not drawn)	-3	-155	-9	-17	3	-2	-1	-11	-3
CN(C)c1ccc(NC(=O)COC(=O)c2cc(Cl)ccc2[N+](=O)[O-])cc1	1	6	-4	-7	2	-1	2	-16	-10
COC(=O)c1sc(=S)n(-c2ccccc2)c1N	-16	-4	-14	-4[20 µM]	-5	42	19	-23	1
CC(C)(/C=N/O)/[N+]([O-])=C/c1ccco1	0	-2	1	-19	1	-3	-3	-25	-10
CCCn1c(SCC(=O)N2CCN(c3ccccc3)CC2)nc2ccccc2c1=O	-6	16	-16	-16[20 µM]	0	-1	-3	-6	-6
CCCSc1nc2sc3c(c2c(=O)[nH]1)CCN(Cc1ccccc1)C3	4	-256	1	-20[20 µM]	12	-48	-120	45	-79
COc1ccc2nc(Nc3nc(C)c(CCC(C)C)c(=O)[nH]3)nc(C)c2c1	-21	-162	-1	-26[20 µM]	0	-2	-9	-9	7
O=C(Nc1nnc(C2CC2)s1)c1cc(S(=O)(=O)N2CCCCC2)ccc1N1CCOCC1	-6	-25	5	-24	2	0	2	-15	-7
C/C(=N/NC(=O)c1ccc2c(c1)OCO2)c1ccc(Br)s1	-7	-32	-17	-31	5	1	3	-5	-8
COc1ccc(/C=N/N2C(=O)C3C4C=CC(C4)C3C2=O)cc1[N+](=O)[O-] (stereo not drawn)	-4	-6	1	-17	-1	3	-1	-6	0
COc1ccc(C2C(C#N)=C(N)Oc3cc(O)ccc32)cc1OC (stereo not drawn)	8	-13	-8	-27	6	10	42	3	-3
N#Cc1c(N)nc(SCc2ccncc2)c(C#N)c1-c1cccs1	-9	-38	-8	-5	0	0	2	-14	-43
O=C(CNS(=O)(=O)c1ccc(F)c(Cl)c1)N1CCCCCC1	2	23	-1	-2	-7	-1	5	-2	5
COc1ccc(CN2CCNC(=O)C2CC(=O)N(C)Cc2nccn2C)cc1OC (stereo not drawn)	-2	9	7	-7	-4	-2	-3	6	-3
O=C(O)C1C2CCC(C2)C1C(=O)Nc1nc2ccccc2s1 (stereo not drawn)	8	-4	7	-22[20 µM]	2	1	-1	-6	1
COc1cccc(C(=O)c2c(C)c(CCC#N)n3ccccc23)c1	-5	31	-2	-13	3	3	1	-12	-6
CCn1nc(C(=O)OCC(=O)N2CC(=O)Nc3ccccc32)c2ccccc2c1=O	-3	-15	-7	-15	0	-1	-2	-3	-5
O=C(CC(=O)N/N=C\c1ccc([N+](=O)[O-])cc1)NCCc1ccccc1	-14	18	-1	-1	4	0	4	-17	-4
CN(C)c1ccc(P(=O)(OC2CCCCC2)C(O)c2cccnc2)cc1 (stereo not drawn)	2	4	-4	-23	4	-2	3	6	9
O=S(=O)(c1cccs1)N1CCCc2ccccc21	-7	1	3	-26	0	-1	-4	-24	-2
CCC(C)(C)n1nnnc1C(c1cccnc1)N1CCCC(C)C1 (stereo not drawn)	-3	-1	-4	-23	5	-2	-2	-26	-4
CC(C)(C)c1ccccc1OCCN1CCCC1	-9	-6	0	-14	-1	0	3	-24	-14
CCn1c(=O)c2cc(C(=O)N(C)c3ccc(OC)cc3OC)sc2c2ccccc21	-74	-3	-6	-1	0	-9	-4	-2	0
CC(C)(C)C(=O)N1CCN(c2nc3ccccc3o2)CC1	-7	20	7	-18	1	1	-1	-9	.
Cc1ccccc1-n1c(=O)c(C#N)cc2c(=O)n3ccccc3nc21	-11	i	-8	-114[20 µM]	1	19	59*	3	-14
O=C(NNS(=O)(=O)c1cc(Cl)cc(Cl)c1)c1sccc1-n1cccc1	5	-12	-3	-22[20 µM]	2	2	5	-1	8
O=Cc1ccc(-c2cccc(C(=O)O)c2)o1	-31	-7	-3	-15	4	4	2	-10	-10
COc1ccc(OC)c(-c2csc(NC(=O)C3=NN(c4ccccc4)C(=O)CC3)n2)c1	-28	-144	-11	-21	8	-1	-3	-1	-45
CC(=O)Nc1ccccc1C(=O)C(=O)Nc1ccccc1	-5	7	-7	-19	3	0	-2	-7	-11
O=C(N/N=C\c1cn[nH]c1-c1ccc(Cl)cc1)c1cccs1	-3	-12	-8	-17	8	-1	-1	-20	-7

# Next section:
SMILES	TbHK1 inh	m-calpain inh	RBBP9 inhibitor	Furin inhibitor	p97 ATPase inh	Runt-CBFb FRET	Runt-SMMHC FRET	EBV gp42 inh	p47phox inh
CC(Sc1nncn1-c1ccccc1)C(=O)Nc1cccc([N+](=O)[O-])c1 (stereo not drawn)	0	-11	-1	-24	0	0	5	-4	12
Cc1ccc(SCCC(=O)N2CCC(C(N)=O)CC2)cc1	13	-7	-4	-10	3	0	-2	-8	-18
CCOC(=O)c1cnc2ccc(C(=O)OC)cc2c1NCc1ccco1	-2	-12	-8	-20[20 µM]	-9	-2	-5	0	-9
Cc1ncc(C[n+]2csc(CCOC(=O)C34CC5CC(CC(C5)C3)C4)c2C)c(N)n1	12	28	-7	-9	6	.	.	-17	-3
NC(=O)C[N+]1(CC#CC(O)(c2ccccc2)c2ccccc2)CCCC1	-2	-29	-8	-11	-1	0	17	-26	-5
CCOC(=O)CN(c1cc([N+](=O)[O-])ccc1OC)S(C)(=O)=O	-6	-15	-2	-16	-1	4	-8	-10	-12
O=C(COC(=O)c1cc([N+](=O)[O-])ccc1NCc1ccccc1Cl)NCC(F)(F)F	-3	14	-1	-19	4	1	-5	-20	2
Cc1cc(NC(=O)c2ccccc2Cl)no1	5	-11	-6	-12[20 µM]	2	0	-1	-2	-9
COc1ccc(-c2cnc[nH]2)cc1	-5	-15	-2	-26	2	0	2	0	11
Cc1nc(CCN2C(=O)c3ccccc3C2=O)n[nH]1	-10	-27	3	-17[20 µM]	-1	-1	-2	-3	-13
COc1cc2c(cc1OC)CN(Cc1ccc(OC)c(C)c1OC)CC2	-3	12	-10	-23	-3	1	4	-10	6

# Whole records as entered above.
# Profile of `Cc1cc(NC(=O)c2ccccc2Cl)no1` : TbHK1 inh: 5; m-calpain inh: -11; RBBP9 inhibitor: -6; Furin inhibitor: -12[20 µM]; p97 ATPase inh: 2; Runt-CBFb FRET: 0; Runt-SMMHC FRET: -1; EBV gp42 inh: -2; p47phox inh: -9
# Profile of `COc1ccc(-c2cnc[nH]2)cc1` : TbHK1 inh: -5; m-calpain inh: -15; RBBP9 inhibitor: -2; Furin inhibitor: -26; p97 ATPase inh: 2; Runt-CBFb FRET: 0; Runt-SMMHC FRET: 2; EBV gp42 inh: 0; p47phox inh: 11

# 2 of the compounds above, with values ahead of the structure:
TbHK1 inh | m-calpain inh | RBBP9 inhibitor | Furin inhibitor | p97 ATPase inh | Runt-CBFb FRET | Runt-SMMHC FRET | EBV gp42 inh | p47phox inh | canonical_smiles
-3 | 12 | -10 | -23 | -3 | 1 | 4 | -10 | 6 | COc1cc2c(cc1OC)CN(Cc1ccc(OC)c(C)c1OC)CC2
0 | -11 | -1 | -24 | 0 | 0 | 5 | -4 | 12 | CC(Sc1nncn1-c1ccccc1)C(=O)Nc1cccc([N+](=O)[O-])c1 (stereo not drawn)
